# Assay outcomes from PubChem BioAssay.
# Cneo AK release: Cryptococcus neoformans cell lysis inducers, primary screen, AK release luminescence, single concentration. C. neoformans lysis, adenylate kinase release luminescence, 4 h; normalised: neutral wells 0, clomiphene wells 100. lysis activity, % at 15 µM. actives 0.2% (n = 360,000). AID 651654, 2012;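 active means mean lysis activity across replicates of at least 80%, whatever share of replicates individually reach that level; inactive means mean lysis activity below 80%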
#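 Assay system: C. neoformans cells. Amount: yeast cell density of 5 × 10^6 cells/mL. Technique: AK luminescence. Buffer or medium: YPD. Times: static 4 h at 37 °C with compound, 1 h detection. Dosing: single-point compound dose. Read-out: lysis from increased AK signal.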
# LGR2 inh: inhibitors of bursicon-induced LGR2 CRE-luciferase signal, primary screen, cell-based, HEK293, CRE-luciferase reporter, bursicon stimulation; Drosophila bursicon receptor LGR2 (rickets); bursicon-stimulated, 4 h; inhibition, % at 9.99 µM; actives 0.35% (n = 380,000);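 active means drop in luminescence signal, shown as inhibition above about 50% in the replicate tests, limit read from the data, passing the limit was not always enough; inconclusive means probably only some replicates passing the limit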;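 further: agonist challenge used bursicon conditioned medium at about half maximal strength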
# PAX8 reporter: inhibitors of PAX8-driven TPO luciferase reporter, primary screen, RMG-I cells, single concentration | SteadyGlo, 24 h | AID 652154, 2013 | inhibition, % at 12.6 µM | actives 1.2% (n = 360,000);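 active means mean replicate inhibition at least 60% with every replicate also reaching 60%; inconclusive means only one of the two criteria is met; inactive means mean below 60% and not all replicates reaching 60%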;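 further: luciferase light reporting Pax8 driven TPO promoter activity; plate controls were median of neutral control wells for no effect and mitoxantrone controls for full effect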
# PglD inh: C. jejuni PglD acetyltransferase inhibitors, primary screen, biochemical, DTNB colorimetric, single point; UDP-N-acetylbacillosamine N-acetyltransferase PglD (Campylobacter jejuni); purified PglD enzyme, DTNB colorimetric CoA detection; inhibition, % at 12.5 µM; actives 0.098% (n = 360,000); AID 602405, 2012; in the data active means inhibition above about 16%, passing the limit was not always enough; inconclusive means no clear call, values can overlap the other calls; further: strong numbers were not always called active
# PGC1a acetyl inh: inhibitors of PGC1a acetylation signal, primary screen, cell-based, U2OS, AlphaScreen, inhibitor mode; AlphaScreen anti-acetyl-lysine; with virally co-expressed GCN5 acetyltransferase; inhibition, % at 15.6 µM; actives 0.17% (n = 350,000); AID 651687, 2012;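 active means every replicate shows inhibition of at least 40%; inconclusive means mean inhibition at least 40% but some replicate below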;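 further: 0% = neutral control wells and 100% = positive control wells; some results beyond the cut were filed as inactive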
# ARNT TACC3 PPI: disruptors of ARNT/TACC3 protein interaction, primary screen, biochemical, AlphaScreen, single concentration; Transforming acidic coiled-coil-containing protein 3 (Homo sapiens), Q9Y6A5; AlphaScreen His-ARNT PAS-B/GST-TACC3 binding, luminescence; TACC3 fragment carries E629A point mutation; inhibition, % at 9.99 µM; actives 0.66% (n = 390,000); AID 623870, 2012;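 active means mean inhibition of replicates at least 50% and at least half of replicates each reaching 50%; inconclusive means half or more replicates reach 50% but mean below 50%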;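 further: 0% = complete ARNT plus TACC3 wells and 100% = ARNT alone without TACC3; many hits fall short of the cut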
# Statin myotox sup: suppressors of statin myotoxicity in C2C12 myotubes, primary screen, cell-based, single point, plate reader | rescue of ATP level, % at 7.49 µM | actives 0.78% (n = 330,000) | C2C12 myotubes + simvastatin, ATP luminescence, 48 h; scaled: DMSO 0, geranylgeraniol control 100;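 active means mean ATP rescue above about 67%, or every replicate alone reaching that limit, limit read from the data, passing the limit was not always enough; inconclusive means no clear call, values can overlap the other calls; inactive means mean under the limit and some replicate under it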;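 further: myotubes were challenged with 10 µM simvastatin during compound exposure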
# INS-1E GSIS act: GLuc luminescence reporter in INS-1E cells, primary screen for activators of glucose-dependent secretion of insulin. INS-1E GLuc reporter insulin secretion, 2-3 h. activation, % at 16.6 µM. actives 0.61% (n = 370,000);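 active means lowest replicate activation of at least 40%, so every replicate reaches that level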;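 further: 0% = median of neutral control wells and 100% = median of IBMX positive control wells; some compounds called inactive have numbers as strong as hits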
# * = called active by the depositor; ? = inconclusive; · = no result given.
item	Structure	Cneo AK release	LGR2 inh	PAX8 reporter	PglD inh	PGC1a acetyl inh	ARNT TACC3 PPI	Statin myotox sup	INS-1E GSIS act
1	COc1ccc(C(=O)c2c3ccc(OC)cc3[n+]([O-])n2Cc2ccc(C(N)=O)cc2)cc1	-3	-45	-55	-10	6	6	6	3
2	c1ccc(Cc2cc[n+](Cc3ccccn3)cc2)cc1	·	5	12	·	·	0	·	14
3	Cc1c(C)[n+](=O)c(-c2cccs2)c(C)n1[O-]	1	·	·	-1	-11	-7	7	·
4	COc1ccccc1C#Cc1ccc2c(c1)O[C@@H](CN(C)Cc1ccccc1)[C@@H](C)CN([C@H](C)CO)S2(=O)=O	7	2	·	-1	-31	11	15	-10
5	Clc1ccc(Nc2nc(-c3ccncc3)cs2)cc1	1	·	·	-6	-2	-4	-52	·
6	O=C1CN(C(=O)c2cccc([N+](=O)[O-])c2)CC(=O)N1	-1	-8	0	-4	-6	-6	-3	·
7	COc1ccccc1C(=O)Nc1nnc(S(=O)(=O)N2CCCCCC2)s1	-2	-21	-26	0	-2	-4	9	0
8	O=C(NCC[C@H]1CC[C@@H](NS(=O)(=O)Cc2ccccc2)[C@H](CO)O1)C1CCOCC1	0	-3	-7	3	7	-7	-2	4
9	CC(NC(=O)C(=O)NCc1cccs1)c1ccccc1 (stereo not drawn)	1	-12	-11	2	-8	0	3	8
10	Cc1ccc(C(=O)NCC2(c3ccccc3)CCCC2)cc1	5	·	·	0	-19	·	121*	·
11	Cc1ccc(S(=O)(=O)N2CCCCC2)cc1C(=O)N1C(C)CCCC1C (stereo not drawn)	-2	5	-15	-7	-2	3	-3	-5
12	COc1ccc(C(O)c2nc(-c3cc(F)cc(F)c3)cs2)cc1 (stereo not drawn)	-2	8	11	6	·	·	20	-37
13	CCOc1cccc(-c2c(C(=O)N/N=C(\C)c3cccs3)nnn2-c2nonc2N)c1	9	4	11	0	5	-5	-1	0
14	CCN1CCN(c2nc3c(c(=O)[nH]c(=O)n3C)n2CCSc2nc3ccccc3s2)CC1	-1	10	14	0	-28	0	6	9
15	COCc1c(C(=O)N2CCc3ccccc32)oc2ccccc12	-2	-5	8	5	-5	-9	-74	9
16	CO[C@@H]1CN(C)C(=O)c2ccc(NC(=O)C3CC3)cc2OC[C@@H](C)N(Cc2cccnc2)C[C@@H]1C	-2	4	6	7	-2	-8	2	7
17	C[C@H](CO)N1C[C@H](C)[C@H](CN(C)C(=O)Nc2ccc(C(F)(F)F)cc2)Oc2ncc(C#C[C@@H](C)O)cc2C1=O	6	11	-23	1	1	-7	-4	1
18	C[C@@H]1CN([C@@H](C)CO)C(=O)c2cc(NS(=O)(=O)c3ccc(F)cc3)ccc2O[C@@H]1CN(C)S(=O)(=O)c1ccc(Cl)cc1	-2	19	·	1	?	0	·	-14
19	COc1ccc(NC(=O)Nc2ccc3c(c2)C(=O)N([C@H](C)CO)C[C@@H](C)[C@@H](CN(C)C(=O)Nc2ccc4c(c2)OCO4)O3)cc1	0	-1	-12	-3	5	7	1	0
20	CCOC(=O)N1CCN(C(=O)CSc2nnc(COc3ccccc3)o2)CC1	-4	-2	12	-1	·	-1	-7	-5
21	COc1ccc(C2CC(c3ccccc3)=NN2C(=O)CSc2ncccn2)cc1 (stereo not drawn)	-5	-1	13	7	-5	-2	·	-7
22	Cc1[nH]ncc1Nc1ccccc1C(C)C	0	16	15	6	1	·	2	-9
23	CCn1cc(C(=O)NCCCO)c(=O)c2cc(F)c(N3CCN(C)CC3)cc21	-1	-5	7	-4	6	-14	2	11
24	O=C(Nc1ccccc1F)c1c[nH]c(=O)[nH]c1=O	-3	13	-15	3	4	·	10	25

# Ordered by the number under LGR2 inh (highest first): three of the compounds above
no. | canonical_smiles | LGR2 inh | PglD inh | PGC1a acetyl inh | ARNT TACC3 PPI | INS-1E GSIS act
18 | C[C@@H]1CN([C@@H](C)CO)C(=O)c2cc(NS(=O)(=O)c3ccc(F)cc3)ccc2O[C@@H]1CN(C)S(=O)(=O)c1ccc(Cl)cc1 | 19 | 1 | ? | 0 | -14
14 | CCN1CCN(c2nc3c(c(=O)[nH]c(=O)n3C)n2CCSc2nc3ccccc3s2)CC1 | 10 | 0 | -28 | 0 | 9
21 | COc1ccc(C2CC(c3ccccc3)=NN2C(=O)CSc2ncccn2)cc1 (stereo not drawn) | -1 | 7 | -5 | -2 | -7

# (further entries)
item	Structure	Cneo AK release	LGR2 inh	PAX8 reporter	PglD inh	PGC1a acetyl inh	ARNT TACC3 PPI	Statin myotox sup	INS-1E GSIS act
25	CCCCN(CCCC)Cc1cc(=O)oc2cc(OC)ccc12	0	-2	-6	-5	-13	·	-1	-32
26	O=C(Nc1cc(Cl)ccc1-n1cncn1)c1cc(F)c(F)c(F)c1F	-3	6	14	-10	2	0	1	8
27	C=CCn1c(-c2ccc(Cl)cc2)c[nH]c1=S	21	·	-55	-2	0	-1	14	·
28	CCCCC(CC)CNC(=O)C1CCCN(S(=O)(=O)c2cnc[nH]2)C1 (stereo not drawn)	0	-21	15	0	0	1	-8	13
29	Cc1cc(C(=O)O)cc(S(=O)(=O)Nc2c(C)nn(C)c2C)c1C	1	18	-1	4	-3	-1	5	12
30	O=C(CC(=O)c1ccccc1)Nc1ccc(Cl)cc1	2	-23	-123	-6	4	0	4	-9
31	COc1cc2c(-c3ccc4cc[nH]c4c3)c(-c3ccc(C#N)cc3)oc(=O)c2cc1OC	-1	3	39	4	-22	-20	33	11
32	CCOC(=O)N1CCN(C(=O)Cc2ccsc2)CC1	-1	·	·	-4	4	5	110*	·
33	CCCCNC(=O)c1ccc2c(c1)ncn2C1CCCC1	1	·	·	-2	52	-2	·	·
34	O=C(Cn1cc(COc2ccc3ccc(=O)oc3c2)nn1)c1ccc(O)cc1	-3	-5	-17	0	·	-3	9	-15
35	CCNC(=O)Nc1ccc2c(c1)C(=O)N(C)[C@@H]1CC[C@@H](CC(=O)NCCN3CCCC3)O[C@H]1CO2	-4	16	-15	2	6	2	-4	7
36	Cc1ccc2c(c1)C(c1ccc(F)cc1)N(C(=O)C1CC1)CC(=O)N2 (stereo not drawn)	-2	18	-7	1	-1	0	-15	·
37	CC(=O)Nc1ccc(S(=O)(=O)Nc2ccc(Cc3ccncc3)cc2)cc1	12	4	12	3	·	6	1	-36
38	C=CCSc1nnc2c(n1)OC(c1cccnc1)Nc1ccccc1-2 (stereo not drawn)	0	·	-168	-2	0	·	·	·
39	OCC1(CCc2ccccc2)CCN(Cc2ccc3nsnc3c2)CC1	·	7	20	·	-5	-3	·	-1
40	C[C@@H]1CCCCO[C@H](CN(C)C)[C@H](C)CN([C@@H](C)CO)C(=O)c2cc(NS(=O)(=O)c3ccc(Cl)cc3)ccc2O1	·	-15	97*	·	-13	·	-5	4
41	CCc1ccc(NC(=O)C2CCCN(S(=O)(=O)c3cccs3)C2)cc1 (stereo not drawn)	-1	12	6	2	-5	-11	-34	8
42	Cc1noc(C)c1NC(=O)Nc1ccc2c(c1)CC(=O)N([C@@H](C)CO)C[C@H](C)[C@H](CN(C)S(C)(=O)=O)O2	-2	-10	-9	1	2	8	-6	6
43	CN(C(=O)Cn1cc(C(F)(F)F)ccc1=O)c1c(N)n(Cc2ccccc2)c(=O)[nH]c1=O	2	-2	-6	-3	-6	-2	4	14
44	CCN1CCN(c2cc(C)c3cc(NC(=S)N(C)Cc4ccccc4)ccc3n2)CC1	4	-10	-38	-10	-6	12	?	-12
45	COC(=O)c1ccc(CNC(=O)C2CCC(=O)N(CCN3CCOCC3)C2)cc1 (stereo not drawn)	2	-6	14	6	2	0	9	2
46	Cc1noc(C)c1NC(=O)N(C)C[C@@H]1OCCCC[C@H](C)Oc2ccc(NS(=O)(=O)c3ccc(Cl)cc3)cc2C(=O)N([C@@H](C)CO)C[C@H]1C	3	-20	-10	3	-7	-3	·	1
47	CCS(=O)(=O)c1nc(S(=O)(=O)c2ccc(C)cc2)c(NCCCN(C)C)s1	·	12	2	·	·	-3	·	-1
48	CCCn1cc(SCC(=O)Nc2cc(C)on2)c2ccccc21	4	1	15	1	1	-1	-6	-8
49	O=C(CSCc1ccc(Cl)cc1)Nc1ccc(S(=O)(=O)N2CCOCC2)cc1	-6	2	6	-2	-13	11	·	-38
50	CC(=O)Nc1ccc(OCc2cccc3ccccc23)cc1	-1	-12	22	5	-12	-17	4	6
51	CNC(=O)c1ccc(NC(=O)c2cccc(C(F)(F)F)c2)cc1	0	15	2	7	-3	-4	0	12
52	COc1ccc(NC(=S)Nc2cc(C)ccn2)c(OC)c1	13	-22	·	-3	·	1	-2	-6
53	CC(C)CC#Cc1ccc([C@@H]2[C@@H](CO)N3C(=O)CN(C(=O)Nc4cc(F)ccc4F)C[C@H]23)cc1	·	10	37	·	-6	·	·	-15
54	O=[N+]([O-])c1cc(C(F)(F)F)ccc1Sc1ccc2ccccc2n1	-1	6	·	-6	-1	1	7	11
55	COc1cccc(NC(=O)COc2ccc(C(=O)N3CCN(C)CC3)cc2)c1	1	0	-15	-6	3	·	3	-5
56	O=C(COC(=O)c1ccccc1NC(=O)c1ccco1)NC1CCCCC1	·	-1	·	·	-7	-5	·	10
57	Cc1ccc(CNC(=O)CCC2CCCN(Cc3c(C)nn(C(C)C)c3C)C2)o1 (stereo not drawn)	1	-11	15	0	-11	5	4	4
58	COc1cc(Cl)c(C)cc1NC(=O)CN1CCN(C(=O)C2CC2)CC1	0	·	·	1	-8	2	-23	·
59	Cc1ccc(Oc2ncccc2NC(=O)CC(CC(=O)O)c2ccccc2)c2c1CCC2 (stereo not drawn)	·	0	3	·	·	5	·	12
60	Cc1ccc(C(C)(C)C)cc1S(=O)(=O)NC(=O)c1ccccc1	·	3	-27	·	1	8	·	-9

# Single records, from the list above. Order of values: Cneo AK release, LGR2 inh, PAX8 reporter, PglD inh, PGC1a acetyl inh, ARNT TACC3 PPI, Statin myotox sup, INS-1E GSIS act
# Profile of COc1cc(Cl)c(C)cc1NC(=O)CN1CCN(C(=O)C2CC2)CC1 = 0, ·, ·, 1, -8, 2, -23, ·
# Profile of CC(C)CC#Cc1ccc([C@@H]2[C@@H](CO)N3C(=O)CN(C(=O)Nc4cc(F)ccc4F)C[C@H]23)cc1 = ·, 10, 37, ·, -6, ·, ·, -15
# Profile of O=C(CSCc1ccc(Cl)cc1)Nc1ccc(S(=O)(=O)N2CCOCC2)cc1 = -6, 2, 6, -2, -13, 11, ·, -38
# Profile of Cc1ccc(C(C)(C)C)cc1S(=O)(=O)NC(=O)c1ccccc1 = ·, 3, -27, ·, 1, 8, ·, -9
# Profile of CNC(=O)c1ccc(NC(=O)c2cccc(C(F)(F)F)c2)cc1 = 0, 15, 2, 7, -3, -4, 0, 12
